Compound activity (PubChem)
Growth percent in the NCI-60 one-dose screen (48 h, 10 µM unless noted): 100 = growth as untreated, 0 = no growth, -100 = all killed.
UACC-62 = UACC-62 melanoma; hit rate 5.4% among 81,000; AID 1794756
HOP-92 = HOP-92 NSCLC cells | hit rate 6.3% among 71,000
A549/ATCC = A549/ATCC NSCLC; hit rate 3.7% among 81,000
CCRF-CEM = CCRF-CEM leukemia; hit rate 7% among 77,000; AID 1794778
RPMI-8226 = RPMI-8226 leukemia cells. hit rate 7.5% among 77,000. AID 1794781
EKVX = EKVX NSCLC. hit rate 3% among 71,000. AID 1794765
M14 = M14 melanoma | hit rate 6.2% among 80,000 | AID 1794745
HOP-62 = HOP-62 NSCLC | AID 1794735 | hit rate 3.9% among 80,000
Active calls of the source: *; x = no result given; & = joins results of further samples; [ ] = remark or other dose. How the source made its calls: active means growth percent below 10; inactive means the rest.

SMILES	UACC-62	HOP-92	A549/ATCC	CCRF-CEM	RPMI-8226	EKVX	M14	HOP-62
N#Cc1ccc(OC(=O)Nc2cc(Cl)cc(Cl)c2)cc1	-33*[100 µM]	-36*[100 µM]	4.7*[100 µM]	2.2*[100 µM]	-13*[100 µM]	-2.4*[100 µM]	-25*[100 µM]	-14*[100 µM]
O=C(/C=C/c1cccc(Cl)c1)c1ccccc1	82	88	87&84	64&74	0.9*	94	83&87	90&112
CCOC(=O)c1ccc(NC(=O)c2ccc(-n3c(=O)[nH]c4ccccc4c3=O)cc2)cc1	100	96	103	109	111	100	105	80
COc1ccc(-c2c[nH]cc2-c2cc(OC)c3c(c2OC)OCO3)cc1	77	78	95	100	86	84	93	86
Cc1cccc(-c2nc3c(N)nc(N)nc3nc2N)c1	68	83	27	67	64	104	47	77
O=Nc1c(O)ccc2ccccc12	87&21	87&66	100&72	58&21	80&38	91	104&50	101&117
COc1ccc(OC)c(NC(=O)c2cc(S(=O)(=O)N3CCc4ccccc43)ccc2OC)c1	79	74	79	107	83	95	99	100
CCC1(CC)COC(c2ccc(C)cc2)OC1	102	95	97	117	107	91	99	95
COc1ccc(C(=O)CSc2nnc(-c3ccncc3)n2-c2ccccc2)cc1	76	52	92	75	68	92	98	91
O=c1cc(-c2ccccc2)nc2sc(-c3c[nH]c4ccc(Cl)cc34)nn12	94	88	86	68	93	77	101	107
Clc1ccc2c(c1)C[C@H]1C[C@@H](c3cccs3)N2O1	105	70	98	100	87	83	118	x
Fc1cccc(-c2nc(-c3c[nH]c4ncccc34)cs2)c1	73[100 µM]	38[100 µM]	34[100 µM]	72[100 µM]	68[100 µM]	29[100 µM]	22[100 µM]	49[100 µM]
CN(O)c1nc(N/N=C\c2ccccc2)nc(N2CCOCC2)n1	98	64	88	22	72	120	70	84
COc1cc(C(=O)c2cc3c(cc2C)OCO3)cc(OC)c1OC	33	37	18	x	39	x	23	41
CC(=O)OCC(=O)[C@@]1(O)CC[C@H]2[C@@H]3C[C@H](C)C4=CC(=O)CC[C@]4(C)[C@H]3[C@@H](O)C[C@@]21C	106	x	85	71	71	96	91	97
CCC(C)(C)C1CCCCC1	106	70	102	89	99	101	116	105
CCOC(=O)c1c(C)nc2c(c1N)CC(=O)N2Cc1cc(OC)c(OC)c(OC)c1	51	63	41	78	41	52	28	33
C/C(=N\NC(=O)CSc1nc(-c2cnccn2)cc(-c2cccs2)c1C#N)c1ccccc1	70	90	92	95	90	92	89	91
O=C(O)c1cccc(C(=O)O)[n+]1[O-]	97	98	95	94	103	98	111	95
Nc1ncnc2c1N=C(c1ccc(F)cc1)CC(c1cccc(Nc3ccnc4cc(Cl)ccc34)c1)N2 (configuration not stated)	90	68	84	74	26	65	72	73

Continued, overlapping the part above by three compounds.
SMILES	UACC-62	HOP-92	A549/ATCC	CCRF-CEM	RPMI-8226	EKVX	M14	HOP-62
C/C(=N\NC(=O)CSc1nc(-c2cnccn2)cc(-c2cccs2)c1C#N)c1ccccc1	70	90	92	95	90	92	89	91
O=C(O)c1cccc(C(=O)O)[n+]1[O-]	97	98	95	94	103	98	111	95
Nc1ncnc2c1N=C(c1ccc(F)cc1)CC(c1cccc(Nc3ccnc4cc(Cl)ccc34)c1)N2 (configuration not stated)	90	68	84	74	26	65	72	73
N#CC1=C(Nc2ccc(Cl)cc2)NC2c3ccccc3Sc3ccccc3N2C1=N (configuration not stated)	93	66	96	103	93	95	104	96
O=c1[nH]ncc2ccccc12	110&102	94	109&97	110&98	97&100	106&99	116&105	108&99
CC(C)C1=NOC(=O)C1=Cc1cn(-c2cccnc2)nc1-c1ccccc1	90	93	95	11	-17*	100	103	100
CCOC(=O)NC(C)=O	108	124	95	x	100	x	101	113
CCCCOc1ccc(N2C(=O)C(C)CNC2=S)cc1 (configuration not stated)	103	94	99	95	104	100	105	103
CN(C)CCN(Cc1ccccc1)c1nc2ccccc2o1	96	90	112	115	109	99	84	116
CC1(C)c2[nH]c3ccccc3c2C[C@]2(C)[C@H]3CC=C4[C@@H]5C[C@](C)(C(=O)O)CC[C@]5(C)CC[C@@]4(C)[C@]3(C)CC[C@@H]12	63	83	43	34	35	39	79	71
CCOC(=O)c1cc(C(=O)c2ccc(Br)cc2)n2nc(C)ccc12	92	65	77	96	78	77	111	79
CC(=O)Nc1ccc(C(=O)/C=C/c2ccc(N(C)CCO)cc2)c(O)c1	80	104	96	95	72	92	102	107
CCSc1nnc2c3c4c(sc3nc(-c3cccc5ccccc35)n12)CCCCCC4	87	86	95	92	97	x	103	103
O=C1OC(COCC#Cc2ccccc2)CN1c1ccccc1 (configuration not stated)	105	94	89	93	96	102	103	100
COc1ccc2oc(=O)cc(/C=C3\C(=O)NN=C3C)c2c1	102	90	96	97	96	100	101	108
COc1cc(-c2nnc(SCC(=O)N3CCN(c4cc5c(cc4F)c(=O)c(C(=O)O)cn5C4CC4)CC3)o2)cc(OC)c1OC	97	46	80	91	92	106	79	83
CC(=O)c1cc(-c2ccc3ccccc3c2)nc2ccccc12	114	10	104	x	55	95	109	100
CCCCN(C#N)CCCC	98	x	103	114	117	107	103	101
CCN(CC)CCOc1ccccc1-n1c(C)ccc1-c1ccccc1	106	x	88	28	63	84	x	106
CC(C)CCSc1nc(Nc2ccccc2)c(C#N)c(-c2ccc(F)cc2)n1	82	x	25	49	50	65	70	57
C/C(Cc1ccc(Cl)cc1)=C(\c1ccc(OCCN2CCOCC2)cc1)c1ccc(OC(=O)c2ccccc2)cc1	85	63	69	75	60	87	82	96
C[C@@H](C[C@H](CCOCc1cccnc1)c1ccccc1)c1csc2ccccc12	74	92	81	92	64	93	91	80
C[C@]12CCC3c4ccc(O)cc4CCC3C1CC[C@@H]2OC(=O)CCC1CCCC1 (some centres not stated)	96	111	x	91	99	89	108	100

Profiles from above.
CCOC(=O)c1cc(C(=O)c2ccc(Br)cc2)n2nc(C)ccc12 reads UACC-62 = 92; HOP-92 = 65; A549/ATCC = 77; CCRF-CEM = 96; RPMI-8226 = 78; EKVX = 77; M14 = 111; HOP-62 = 79
CC(C)CCSc1nc(Nc2ccccc2)c(C#N)c(-c2ccc(F)cc2)n1 reads UACC-62 = 82; HOP-92 = x; A549/ATCC = 25; CCRF-CEM = 49; RPMI-8226 = 50; EKVX = 65; M14 = 70; HOP-62 = 57

Next section
SMILES	UACC-62	HOP-92	A549/ATCC	CCRF-CEM	RPMI-8226	EKVX	M14	HOP-62
CCC(=O)Oc1c(Cl)c(Cl)c(Cl)c(Cl)c1Cl	x	94	61	88	x	96	88	94
NC(=O)C(c1ccc(Cl)cc1)C(C(N)=O)c1ccc(Cl)cc1 (configuration not stated)	97	98	104	95	106	104	104	91
CC1=C(C(=O)OCC(C)C)C(c2ccc3c(c2)OCO3)NC(=O)N1 (configuration not stated)	99	102	109	104	100	95	105	114
O=C(CCc1nnc(Cn2cnc3nc[nH]c3c2=O)o1)c1nc2ccccc2[nH]1	79	x	98	28	57	104	101	101
COc1cccc(OC)c1C(=O)Nc1cccc(-c2cc3ccccc3oc2=O)c1	105	x	102	93	88	x	105	107
COc1cc2nc(N3CCC[C@@H](NC4=CC(=O)c5ccccc5C4=O)C3)nc(N)c2cc1OC	88	85	-75*	-21*	-44*	x	96	95
ClC1[C@H](c2c[nH]c3ccccc23)c2c([nH]c3ccccc23)[C@H]1c1c[nH]c2ccccc12 (some centres not stated)	80	x	83	79	78	72	84	69
S=c1nc[nH]c2c1ncn2C1CCCC1	109	101	102	92	84	86	97	104
O=C(CSc1nc2ccccc2c(=O)n1-c1ccccc1)Nc1ccc(S(=O)(=O)NC(=O)Nc2ccccc2)cc1	79	73	99	97	114	98	112	104
COC(=O)c1cc(N)nc2ccccc12	112	x	101	x	96	91	106	101
Cc1cc(C)n(-c2nc(-c3no[n+]([O-])c3-c3ccccc3)cs2)n1	93	87	102	99	x	93	107	92
CC(=O)c1nnc(CCC(=O)c2nc3ccccc3[nH]2)o1	86	x	101	102	110	97	110	96
CC(=O)c1ccc(NC(=O)CN2CCN(c3cc(=O)n(-c4ccccc4)c4ccccc34)CC2)cc1	91	75	98	99	x	94	96	101
Cc1ccc(S(=O)(=O)Nc2ccccc2)cc1	x	108	94	90	88	91	105	93
Clc1ccc(-c2nc3ccccc3s2)c(Cl)c1	85	64	88	73	90	79	96	75
Cc1nnc2c3nnc(CCC(=O)O)n3c3ccccc3n12	102	95	109	90	98	x	107	106
Cc1n(Cc2ccc3ccccc3c2)c(Cl)c(Cl)[n+]1Cc1ccc2ccccc2c1	-40*	-11*	81	14	-17*	51	11	60
CC(C)CNc1ncnc2[nH]ncc12	97	172	112	146	142	93	106	108
CC1(C)CNC(C2CCC=CO2)O1 (configuration not stated)	90	x	106	116	107	109	106	104
COC(=O)c1cc(O)c2cc3c(cc2c1-c1cc(OC)c(OC)c(OC)c1)OCO3	44	x	45	8.9*	4.5*	56	19	28

Not a retest: entries from further up.
SMILES	UACC-62	HOP-92	A549/ATCC	CCRF-CEM	RPMI-8226	EKVX	M14	HOP-62
CCC(=O)Oc1c(Cl)c(Cl)c(Cl)c(Cl)c1Cl	x	94	61	88	x	96	88	94
NC(=O)C(c1ccc(Cl)cc1)C(C(N)=O)c1ccc(Cl)cc1 (configuration not stated)	97	98	104	95	106	104	104	91
CC1=C(C(=O)OCC(C)C)C(c2ccc3c(c2)OCO3)NC(=O)N1 (configuration not stated)	99	102	109	104	100	95	105	114
O=C(CCc1nnc(Cn2cnc3nc[nH]c3c2=O)o1)c1nc2ccccc2[nH]1	79	x	98	28	57	104	101	101

(cont.)
SMILES	UACC-62	HOP-92	A549/ATCC	CCRF-CEM	RPMI-8226	EKVX	M14	HOP-62
CCOC(=O)C1(C)CCN(C)C1=O (configuration not stated)	105	88	93	95	100	x	108	89
COc1ccc(NC(=O)Nc2ccc(OCc3ccc(C)cc3)cc2)cc1	95	96	77	95	94	101	75	79
Cc1nn(-c2ccccc2)c(Oc2ccc(Cl)cc2)c1/C=N\N=c1/sc2ccccc2n1C	71	72	86	87	77	85	87	87
COc1cc(C=O)ccc1Oc1ccc([N+](=O)[O-])cc1[N+](=O)[O-]	82	79	88	83	90	105	102	94
O=C(CSc1nnc(-c2cccs2)n1-c1ccccc1)Nc1cccc(Cl)c1	74	96	102	88	82	82	110	108
COc1cc(/C=N/Nc2ncnc3c2c(C)nn3C)cc(OC)c1OC	96	59	98	96	105	94	101	97
NS(=O)(=O)c1ccc(N=C2NC(=O)/C(=C/c3cc4ccccc4nc3Cl)S2)cc1	92	113	103	101	109	106	x	103
Cc1ccc2ccccc2c1CSc1ncnc2nc[nH]c12	87	83	87	96	85	96	92	84
C[C@H]1O[C@@H](O[C@H]2[C@@H](O)C[C@H](O[C@H]3[C@@H](O)C[C@H](O[C@H]4CC[C@]5(C)C6CC[C@]7(C)[C@@H](C8=CC(=O)OC8)CC[C@]7(O)C6CC[C@@H]5C4)O[C@@H]3C)O[C@@H]2C)C[C@H](O)[C@@H]1O (some centres not stated)	-82*	-29*	x	-59*	-19*	-98*	-81*	-100*
CC(=O)Nc1nc(C(=O)N2N=C(C)/C(=C/c3ccccc3)C2=O)cs1	114	108	101	99	102	x	95	100
COc1ccc2oc(=O)c(-c3csc(N/N=C(\C)c4cc(OC)c(OC)c(OC)c4)n3)cc2c1	93	97	101	81	73	95	92	109
Nc1ncc(-c2ccc(NS(=O)(=O)c3ccc(F)cc3)cc2)[nH]1	92	x	104	95	94	103	98	119
O=C(Nc1nc2ccc(S(=O)(=O)Nc3ccc(C4(C(F)(F)F)CC4)cc3)cc2[nH]1)c1cnccn1	40	39	35	20	30	65	35	52
CC1=C(C(=O)Nc2ccccc2)C(c2cccc([N+](=O)[O-])c2)C(C(=O)Nc2ccccc2)=C(C)N1	50	56	74	41	46	47	60	80
O=Cc1nc2ccccc2c(/C=C/c2ccccc2)c1C(=O)c1ccccc1	94	103	92	39	89	100	93	97
CCOC(=O)/C(=N\O)C1=CSC2=NNC(C)(C)N12	100	85	92	70	83	x	98	103
Cc1cc(C)nc(NS(=O)(=O)c2ccc(N/C(N)=N/c3nccc(-c4cccnc4)n3)cc2)n1	90	109	111	97	93	90	99	93
O[C@@H]1Cc2ccc3ccccc3c2N[C@H](c2ccoc2)C1	101	x	100	81	103	96	101	99
CC(C)N(CCOc1cccc(-c2nc3sccn3c2-c2ccnc(S(C)(=O)=O)n2)c1)C(C)C	84	44	104	81	38	101	111	103
[O-][n+]1c2ccccc2[n+]([O-])c2c3ccccc3[nH]c21	21	67	31	82	58	31	98	26
Cc1cc(C)c2ccc(=O)[nH]c2n1	105	x	100	95	101	x	105	95
Nc1ccccc1C(=O)N/N=C\c1cccc([N+](=O)[O-])c1	98	97	94	x	98	x	105	103
Cc1[nH]c(/C=C/C(=O)c2ccc(C(F)(F)F)c(F)c2)c(C)c1C(=O)N1CCN(C)CC1	90&97	85&94	95&98	83&94	64&83	74&91	103&103	97&96
c1ccc(CNCc2ccc[nH]2)cc1	102	101	101	92	99	105	98	103
COc1ccc(NC(=O)Cn2c3c(sc2=O)[C@H]2[C@@H](O)[C@@H](O)[C@H](O)[C@@H]2CS3)cc1	100	x	100	x	x	97	103	99
CCOC(=O)C1=NC(Cc2c[nH]c3ccccc23)C(=O)N(c2ccc(Cl)cc2)N1 (configuration not stated)	83	92	96	105	107	99	100	94
O=C(CC(=O)C(F)(F)C(F)(F)C(F)(F)F)c1cccs1	103	x	95	x	x	108	93	100
CC(/C=C1\SC(=S)N(CC(=O)NCC(=O)O)C1=O)=C\c1ccccc1	89	x	106	115	97	102	103	100
c1ccc(-c2nc(-c3ccc4c(c3)CCO4)[nH]c2-c2ccccc2)cc1	87	104	108	102	115	97	106	107
CC(=O)c1c(C)n(-c2ccc3c(c2)OCO3)c2c1c(-c1ccccn1)nc1ccccc12	87	79	96	82	90	91	97	99
